CSM14.1 death rescue – rescue of cells from ER stress-induced death, primary screen, 384-well, CSM14.1, thapsigargin, ATP luminescence (AID 1222); CSM14.1 thapsigargin-induced death rescue, ATP luminescence; higher % means a stronger effect; one-dose cellular ATP content (survival), % at 20 µM; EC50 in µM for titrated hits; 190,000 tested, under 10 active;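 active means EC50 below 50 µM in the dose-response confirmation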;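 further: death triggered by thapsigargin at about 15 µM added after 2 h compound pretreatment; cell ATP read after overnight thapsigargin exposure of roughly 18 to 22 hours; normalized against plate controls of thapsigargin alone and 5% DMSO vehicle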
Insulin prom up – MIN6 insulin promoter up-regulation | MIN6 insulin promoter-GFP reporter, high-content imaging; hits give high values | z-score at 5 µM | hit rate 0.3% among 190,000;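 active means z-score above 3 at 5 µM with at least 500 cells counted in the well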
MT stabilize HCS – stabilizes microtubules in HeLa cells | HeLa tubulin immunostaining HCS, 24 h; share of cells brighter than vehicle mean+2SD | % tubulin-high responders, % at 10 µM | hit rate 0.83% among 200,000;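 active means plate Z-score above 3 for both tubulin-high and condensed-nucleus cell shares, with cell loss under 80%, at 10 µM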;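 further: anti alpha tubulin signal scored within the nucleus-defined area of each cell; some results filed as inactive read as strong as hits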
PhoP inhibition – PhoP-dependent GFP reporter repression – Salmonella Typhimurium, primary screen (AID 1863); S. Typhimurium PhoP-regulated promoter GFP reporter, 4 h; higher % means a stronger effect; hit rate 0.16% among 300,000; inhibition, % at 50 µM; hits with a dose series show IC50 in µM;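 active means inhibition over 29.93%, a cutoff 3 SD above the screen mean, later confirmed by dose response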;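 further: 0% = low Mg2+ inducing control and 100% = high Mg2+ repressing control; strong numbers were not always called active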
b-catenin transl – beta-catenin nuclear translocation modulation; HeLa beta-catenin nuclear translocation, immunofluorescence imaging; hit rate 0.3% among 190,000; nuclear translocation activity, % at 5 µM;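 active means nuclear translocation activity above 50% at 5 µM, with a well cell count of 50 or more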;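 further: per-cell ratio of nuclear to cytoplasmic median beta-catenin stain intensity; plate controls were DMSO negative control for no effect and GSK-3 inhibitor IX positive control for full effect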
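Technique: fluorescence imaging of beta-catenin antibody stain plus DAPI / Material: human HeLa cell line / Incubation: compound treatment 24 h, 37°C, 5% CO2 / Read-out basis: % activation of per-cell nuclear versus cytoplasmic median beta-catenin signal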
Dynein transport – dynein cargo transport inhibition. AID 1381. 3617.4 mouse cells, GR-EGFP nuclear translocation imaging; test concentration mostly 20 µM; stimulated with dexamethasone, 1 µM; hits give low values. z-score, hits read low. hit rate 0.47% among 220,000;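 active means plate z-score of nuclear minus cytoplasmic receptor signal below a set negative limit, without overly bright fluorescence or cell loss, cut at about -3.5 in these data, passing the limit was not always enough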;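 further: z-score of nuclear minus cytoplasmic ring GR-EGFP intensity difference per well; some compounds called inactive have numbers as strong as hits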
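Buffer or medium: Induction medium lacking tetracycline, stripped serum | Also added: Dexamethasone agonist, 1.0 µM final, for 30 min | Timing: 48 h induction, 1 h compound, 30 min dex at 37 °C | Detection: Formaldehyde fixation, Hoechst nuclear stain, 10x automated fluorescence imaging | Measure: Nuclear versus cytoplasmic GR-EGFP signal, averaged per well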
Lipid droplet – hepatic lipid droplet formation modulation. AML12 mouse hepatocytes, oleate lipid droplets, BODIPY imaging. inhibition, % at 6.5 µM. hit rate 0.4% among 240,000. AID 1656;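 active means lipid droplet intensity inhibited by at least 50%, with more than 500 cells counted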
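Technique: fluorescence imaging, 20x objective, two fields per well / Assay system: AML12 hepatocytes (mouse) / Measure: % inhibition of lipid droplet signal / Doses: 6.5 µM single-point dosing / Incubation: overnight exposure / Reagent: 100 µM oleic acid challenge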
T cell HTS – modulates CD8 T cell binding to vesicles; 2C CD8+ T cell-vesicle binding, flow cytometry; hits give low values; AID 2052; hit rate 0.068% among 330,000; calls only at 7 µM;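 active means response, share of CD8 T cells binding vesicles, and their 90th percentile fluorescence all below set limits, cut at about 80% in these data, passing the limit was not always enough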
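Assay system: 2C TCR transgenic mouse naive CD8+ T cells, MACS-purified | Read-out: CD8+ gate FL2 mean fluorescence as % of same-row positive control | Signal: High-throughput flow cytometry with anti-B7-1 and anti-CD8 staining | Timing: Binding step 1.5 h, 37 °C, antibody labelling 20 min, ice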
Autophagy mod – alters autophagy in cells; MEF GFP-LC3 puncta imaging; test concentration mostly 10 µM; calls only at 10 µM (by protocol); hit rate 0.98% among 190,000;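 active means percentage of spot-positive cells more than 3 SD above its plate mean, without a fluorescence outlier flag or 80% toxicity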;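 further: spot-positive cell cutoff set from DMSO-treated cells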
Dynein transport cytoplasmic EGFP – recorded beside Dynein transport, whose call it bears; z-score; measured here: cytoplasmic GR-EGFP intensity; hits give high values
Dynein transport nuclear GR-EGFP – recorded beside Dynein transport, whose call it bears; z-score; measured here: nuclear GR-EGFP intensity;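 lower value marks the stronger effect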
Dynein transport cell count – second read-out of Dynein transport, no call of its own (marks repeat the call); z-score; measured here: cell count per field
Insulin prom up cell count – second read-out of Insulin prom up, no call of its own (marks repeat the call); cell count; measured here: cytotoxicity, nuclei count;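 total cells summed across four imaged fields per well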
Lipid droplet cells 6.5 µM – also measured in Lipid droplet; calls as there; cell count; measured here: cell count, cytotoxicity flag;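 cells counted across two imaged fields per well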
b-catenin transl cell count 5 µM – second read-out of b-catenin transl, no call of its own (marks repeat the call); cell count; measured here: cell count, cytotoxicity flag
T cell HTS vesicle-bound % – recorded beside T cell HTS, whose call it bears; double positive events, %; measured here: CD8+ vesicle-bound cell fraction;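 binding gate set so that unloaded-vesicle control wells show 10% double positive cells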
MT stabilize HCS Hoechst-high % – recorded beside MT stabilize HCS, whose call it bears; % Hoechst-high responders; measured here: nuclear condensation Hoechst responders;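 share of cells brighter than vehicle mean plus two SD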
MT stabilize HCS cytotoxicity % – also measured in MT stabilize HCS; calls as there; toxicity, %; measured here: cytotoxicity by cell density;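 0% = mean cell density of plate MIN control wells and 100% = no cells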
Autophagy mod cell loss 18 h – also measured in Autophagy mod; calls as there; toxicity, %; measured here: cell loss, nuclei count;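 cell loss after 18 h compound exposure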
Starred values were filed as active, the others as inactive; i = inactive; . = not tested or not shown.

smiles	CSM14.1 death rescue	Insulin prom up	Insulin prom up cell count	MT stabilize HCS	MT stabilize HCS Hoechst-high %	MT stabilize HCS cytotoxicity %	PhoP inhibition	b-catenin transl	b-catenin transl cell count 5 µM	Dynein transport	Dynein transport cytoplasmic EGFP	Dynein transport nuclear GR-EGFP	Dynein transport cell count	Lipid droplet	Lipid droplet cells 6.5 µM	T cell HTS	T cell HTS vesicle-bound %	Autophagy mod	Autophagy mod cell loss 18 h
[O-][n+]1ccc(C2CC2)cc1	2.6%	-0.54	1067	4.9	2.4	7.9	10%	-8.4	1219	-1	-0.3	-0.33	0.41	3	775	i	41	i	4
CCSc1nc(N)c2c3c(sc2n1)CN(C)CC3	-0.5%	-0.14	1695	3.4	2.3	12	15%	-0.2	1066	1.6	0.091	1.4	-0.91	0	674	i	10	i	-8
CCn1cnc2c1c(=O)n(Cc1nnc3n1-c1ccccc1SC3)c(=O)n2Cc1ccccc1	1.7%	-0.32	1131	2.0	2.4	11	3%	0.3	1105	-0.34	-0.36	-0.036	0.02	-13	738	i	49	i	9
CCN(CC)CCNC(=O)c1ccc(Sc2ccc(C)cc2)c(NC(C)=O)c1	-10%	0.63	1229	2.4	1.6	3.8	-7%	-1.0	1185	-0.1	-0.31	0.07	0.55	19	677	i	48	i	-1
CCCc1cc(C(=O)Nc2ccc(C(C)=O)cc2)no1	.	-2.5	1454	3.7	2.3	5.2	1%	0.8	1104	-0.53	-0.25	-0.23	0.29	11	624	i	11	.	.
COc1ccccc1NC(=O)CSc1nc2sc(C)c(C)c2c(=O)n1Cc1ccco1	0.3%	1.5	981	6.1	3.9	1.6	-2%	-4.5	965	0.61	-0.27	-0.16	0.31	.	.	i	62	i	15
CCN(CC)S(=O)(=O)c1ccc(Nc2cc(C)nc3ncnn23)cc1	-0.2%	0.34	1241	2.4	1.9	3.9	0%	-4.4	1023	-1.1	-0.19	-0.51	1.3	.	.	i	12	i	-19
COc1ccc(CCN2C(=O)C3C(C2=O)C2C=CC3C23CC3)cc1OC (stereo unspecified)	-3.5%	0.6	1256	1.0	1.8	7.5	-9%	-3.6	1056	0.29	-0.21	0.041	1.1	-12	688	i	36	i	8

Continued; the last 2 above are carried over.
smiles	CSM14.1 death rescue	Insulin prom up	Insulin prom up cell count	MT stabilize HCS	MT stabilize HCS Hoechst-high %	MT stabilize HCS cytotoxicity %	PhoP inhibition	b-catenin transl	b-catenin transl cell count 5 µM	Dynein transport	Dynein transport cytoplasmic EGFP	Dynein transport nuclear GR-EGFP	Dynein transport cell count	Lipid droplet	Lipid droplet cells 6.5 µM	T cell HTS	T cell HTS vesicle-bound %	Autophagy mod	Autophagy mod cell loss 18 h
CCN(CC)S(=O)(=O)c1ccc(Nc2cc(C)nc3ncnn23)cc1	-0.2%	0.34	1241	2.4	1.9	3.9	0%	-4.4	1023	-1.1	-0.19	-0.51	1.3	.	.	i	12	i	-19
COc1ccc(CCN2C(=O)C3C(C2=O)C2C=CC3C23CC3)cc1OC (stereo unspecified)	-3.5%	0.6	1256	1.0	1.8	7.5	-9%	-3.6	1056	0.29	-0.21	0.041	1.1	-12	688	i	36	i	8
CCN(CC)C(=O)Oc1ccc2cc(Br)ccc2c1	-1.9%	1.2	1488	3.0	3.4	4.7	-2%	.	.	0.6	-0.24	0.38	-0.3	2	743	i	35	i	0
Cc1ccc(CCSc2ccc(F)cc2)cn1	.	-0.22	1371	.	.	.	-7%	1.2	1324	0.49	-0.25	0.14	-0.39	15	735	i	49	.	.
COc1ccc(CC2(CO)CCN(Cc3cnc(-c4ccccc4C)nc3)CC2)cc1	1.8%	.	.	0.6	0.5	0.8	-5%	-0.2	1485	-0.57	0.27	0.053	0.72	-6	704	i	42	i	2
N#CCc1cc2ccc3cccc4ccc(c1)c2c34	.	.	.	.	.	.	-4%	1.7	1276	0.03	-0.29	0.51	0.55	35	690	i	26	.	.
COCC(=O)Nc1ccc([N+](=O)[O-])cc1OC	-0.3%	0.1	1376	4.0	3.1	5.3	-1%	-0.2	973	0.46	-0.024	0.37	-0.33	-11	664	i	32	i	8
CC(C)NC(=O)NC(=O)CSc1nncs1	0.5%	-0.26	1311	5.5	2.1	8.6	-6%	-2.7	1126	-0.69	-0.38	-0.34	0.76	6	714	i	49	i	-7
COc1ccc(NC(=S)NC2CC3CCCC(C2)N3C2CC2)cc1 (stereo unspecified)	0.0%	-0.22	1493	5.4	1.5	9.3	5%	0.1	1547	0.089	-0.044	-0.26	-0.55	2	691	i	34	i	7
COc1ccc(CCNC(=O)C2CCN(S(=O)(=O)c3ccc(Cl)cc3)CC2)cc1OC	-0.8%	0.01	1297	3.0	2.3	6.6	-8%	-1.7	1137	1.4	-0.14	0.54	-1.2	-7	744	i	32	i	2
O=C(Nc1ccccc1)NC1CCCc2ccccc21 (stereo unspecified)	-1.7%	-0.73	1607	4.4	2.1	7.7	-1%	-5.0	1130	0.64	-0.25	0.79	-0.059	27	693	i	56	i	2
NS(=O)(=O)c1ccc(CCNC(=O)COC(=O)CN2C(=O)C3CCCCC3C2=O)cc1 (stereo unspecified)	-0.6%	0.2	1283	4.0	2.1	3.1	0%	0.4	1065	0.61	-0.35	-0.25	0.19	11	689	i	41	i	-8
Cc1ccsc1/C=N/NC(=O)C1CC(=O)N(c2ccccc2)C1 (stereo unspecified)	0.0%	.	.	2.8	2.2	5.3	-10%	-0.3	950	0.63	-0.25	0.45	0.12	15	510	i	51	i	-4
O=C(O)/C=C(\Oc1ccccc1)C1(O)CCCCC1	.	-0.69	1483	.	.	.	1%	2.2	1046	1.1	-0.19	0.48	-0.38	7	679	i	52	.	.
CCOC(=O)CCSc1nc(C)c2ccccc2n1	-0.9%	-1.4	853	2.4	1.9	4.7	6%	-0.9	1135	0.78	-0.18	0.47	-0.092	10	757	i	42	i	13
C=CCN(c1ccccc1)S(=O)(=O)c1ccc2c(c1)oc(=O)n2C	2.7%	0.76	934	6.8	2.2	7.7	8%	-1.4	1116	-0.39	-0.3	-0.23	0.99	.	.	i	12	i	5
NS(=O)(=O)c1ccc(CCNCc2cccs2)cc1	0.7%	0.12	1446	7.0	1.3	6.1	7%	0.4	1408	1.1	-0.054	0.35	-0.48	14	668	i	29	i	4
CSCc1cc(N2CCOCC2)nc(-c2ccccc2)n1	-1.4%	-1	1232	2.4	2.2	8.6	3%	-2.3	1072	-0.89	-0.22	-0.5	1.8	18	608	i	44	i	-3
COc1ccc(C[C@H]2CN3C(=NC[C@H]3Cc3ccccc3)N2CCNC(=O)CCC2CCCCC2)cc1	-4.3%	0.05	1205	2.7	2.1	4.6	-15%	0.7	1130	0.24	0.074	0.5	-0.5	0	680	.	.	i	39
CC1(C)CC(=O)C2=C(C1)OC(=O)C2(NC(=O)c1cccs1)C(F)(F)F (stereo unspecified)	.	-0.11	1308	3.3	2.4	7.1	-7%	0.4	1057	-0.44	-0.2	-0.27	0.43	-20	643	i	45	i	-3
Cc1nn(-c2ccccc2)c(Cl)c1/C=N/NC(=O)c1cccc(S(=O)(=O)N2CCCC2)c1	-0.4%	-0.27	1395	2.3	1.9	4.4	10%	-0.2	926	-0.61	-0.3	-0.45	0.54	4	648	i	39	i	-2
Cc1nc(NC(=O)c2ccco2)sc1-c1csc(Nc2ccc(Cl)cc2Cl)n1	2.7%	.	.	3.6	1.7	2.7	0%	.	.	0.39	-0.21	-0.58	0.15	.	.	i	8	i	-4
COC(=O)c1cc(NC(=O)CN(c2cccc(OC)c2)S(=O)(=O)c2ccccc2)ccc1Cl	4.9%	-1.3	1503	5.0	1.4	3.2	13%	-0.5	1128	-0.99	-0.27	-0.52	-0.2	-20	670	i	12	i	-7
CC1(C)CC(=O)c2sc(NC(=O)CCS(=O)(=O)c3ccccc3)nc2C1	-0.8%	1.9	1629	4.3	4.2	6.8	15%	-0.1	1090	-1.7	-0.029	-0.93	0.22	-3	660	i	52	i	8

Screens: PubChem BioAssay, several laboratories
